GSK3A inh = human GSK-3 alpha kinase inhibition; 320,000 compounds, 0.1% hits; inhibition, % at 10 µM; AID 2650; ADP-Glo luminescence, 60 min;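 in the data active = inhibition above about 50%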;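 note: GST-tagged GSK-3 alpha with peptide substrate and 25 µM ATP; 0% = DMSO neutral wells and 100% = GW8510 positive control wells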
Target sequence (P49840 whole entry, looked up): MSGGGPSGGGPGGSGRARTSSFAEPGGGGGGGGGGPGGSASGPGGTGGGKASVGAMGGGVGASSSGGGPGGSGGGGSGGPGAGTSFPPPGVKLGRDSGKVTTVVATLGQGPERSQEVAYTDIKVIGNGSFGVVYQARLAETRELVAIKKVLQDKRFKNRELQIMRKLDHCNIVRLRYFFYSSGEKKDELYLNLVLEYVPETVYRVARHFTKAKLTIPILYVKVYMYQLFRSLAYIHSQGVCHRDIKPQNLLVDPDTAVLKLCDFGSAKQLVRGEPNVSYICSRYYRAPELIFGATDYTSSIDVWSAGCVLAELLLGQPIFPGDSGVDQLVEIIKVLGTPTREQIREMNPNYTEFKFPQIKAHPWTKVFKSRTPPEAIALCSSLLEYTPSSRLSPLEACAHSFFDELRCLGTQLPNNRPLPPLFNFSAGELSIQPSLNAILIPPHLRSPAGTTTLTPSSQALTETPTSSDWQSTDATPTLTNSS
HDAC3 inh = human HDAC3 inhibition. recombinant HDAC3, fluorogenic peptide/trypsin coupled, fluorescence. O15379. 320,000 compounds, 0.15% hits. inhibition, % at 8.3 µM; in the data active = inhibition above about 26%, passing the limit was not always enough; inconclusive = no clear call, values can overlap the other calls
Target sequence (O15379 whole entry, looked up): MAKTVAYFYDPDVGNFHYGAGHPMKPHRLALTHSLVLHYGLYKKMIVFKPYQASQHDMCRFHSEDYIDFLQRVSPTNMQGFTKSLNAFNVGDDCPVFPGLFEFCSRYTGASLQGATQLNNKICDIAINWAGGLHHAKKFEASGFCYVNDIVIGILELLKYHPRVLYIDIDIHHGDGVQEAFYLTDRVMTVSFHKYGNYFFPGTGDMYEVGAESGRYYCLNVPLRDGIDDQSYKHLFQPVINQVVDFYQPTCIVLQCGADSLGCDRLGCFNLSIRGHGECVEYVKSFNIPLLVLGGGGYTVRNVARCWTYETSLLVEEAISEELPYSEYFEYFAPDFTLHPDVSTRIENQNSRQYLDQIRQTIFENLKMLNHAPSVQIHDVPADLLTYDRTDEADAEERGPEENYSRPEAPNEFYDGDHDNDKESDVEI
* hit, by the source's call; ? = inconclusive. An excerpt. The share of hits here may be higher or lower than overall.

SMILES	GSK3A inh	HDAC3 inh
CN1CCN(S(=O)(=O)c2ccc(N(C)Cc3cccc(F)c3)nc2)CC1	-3	6
O=C(NNC(=O)c1cccc(S(=O)(=O)N2CCCCC2)c1)c1ccccc1	-1	-23
Cc1ccc(NC(=O)CN(C)C(=O)c2cccc(S(=O)(=O)NCc3cccs3)c2)cc1	-7	0
COc1ccccc1NC(=O)CNC(=O)CC12CC3CC(CC(C3)C1)C2	0	4
CC(C)(C)OC(=O)N[C@@H](/C=C/c1ccccc1)C(=O)OC(C)(C)C	6	8
O=C(c1cccc(Cl)c1)N1CCN(S(=O)(=O)c2ccc(Cl)s2)CC1	0	5
O=C(COC(=O)c1ccco1)Nc1ccc([N+](=O)[O-])cc1Cl	-2	11
COc1cc(OC)cc(C(=O)NCC(=O)N2CCN(S(=O)(=O)c3ccccc3F)CC2)c1	-2	0
Cc1ccc(S(=O)(=O)N2CCN(C(=O)c3n[nH]c4ccccc34)CC2)cc1	-8	1
Cc1cc(C)c(NC(=O)CNC(=O)COC(=O)Cc2ccccc2C)c(C)c1	0	1
COc1ccc(NC(=O)c2ccc(Cl)c(S(=O)(=O)N3CC(C)OC(C)C3)c2)cn1 (stereo unspecified)	-5	-4
O=C(COC(=O)c1ccc(Br)o1)Nc1ncc([N+](=O)[O-])s1	7	5
COc1cc(C(=O)Nc2cc(C)ccc2C)ccc1OCc1c(C)noc1C	-1	-2
CC(OC(=O)c1n[nH]c2ccccc12)C(=O)Nc1ccccc1[N+](=O)[O-] (stereo unspecified)	-1	7
O=C(C1=CC=CN2CCS(=O)(=O)N=C12)N1CCN(c2cccc(Cl)c2)CC1	-1	-4
O=C(CCNS(=O)(=O)c1ccccc1F)NC1CCCCCC1	-2	1
Cc1ccc(S(=O)(=O)N2[C@@H](c3cccc4ccccc34)C(C(=O)O)=C[C@H]2C(C)(C)C)cc1	-4	-3
CCc1ccc(C(=O)Nc2ccc(OC)c(S(=O)(=O)N3CCCCC3)c2)cc1	-1	-7
Cc1noc(C(C)C)c1C(=O)Nc1ccc(-c2nnc3n2CCCCC3)cc1	3	0
O=C1c2ccccc2C(=O)C1(O)O	2	9

Reprinted from the part before: six compounds, then new ones.
SMILES	GSK3A inh	HDAC3 inh
O=C(C1=CC=CN2CCS(=O)(=O)N=C12)N1CCN(c2cccc(Cl)c2)CC1	-1	-4
O=C(CCNS(=O)(=O)c1ccccc1F)NC1CCCCCC1	-2	1
Cc1ccc(S(=O)(=O)N2[C@@H](c3cccc4ccccc34)C(C(=O)O)=C[C@H]2C(C)(C)C)cc1	-4	-3
CCc1ccc(C(=O)Nc2ccc(OC)c(S(=O)(=O)N3CCCCC3)c2)cc1	-1	-7
Cc1noc(C(C)C)c1C(=O)Nc1ccc(-c2nnc3n2CCCCC3)cc1	3	0
O=C1c2ccccc2C(=O)C1(O)O	2	9
CCN1C(=O)C(=O)N(CC(=O)c2cc(C)n(C3CC3)c2C)C1=O	0	-1
COc1ccc(C)cc1NC(=O)COC(=O)c1ccc2c(c1)OCCO2	-5	-2
COc1ccc(N2CCN(C(=O)COC(=O)c3ccc(Cl)nc3)CC2)cc1	-8	4
Cc1ccccc1C(=O)N1CCC(C(=O)N2CCCc3ccccc32)CC1	-2	2
CCOc1cc(/C=C/C(=O)OCC(=O)NCCN2C(=O)CSC2=O)ccc1OCC(C)C	-1	1
O=C(CSc1n[nH]c(-c2ccccc2F)n1)Nc1cc(F)ccc1F	-1	4
O=C(OCC(=O)N(c1ccccc1)C1CCCCC1)c1ccc(CO)cc1	0	14
O=C(CNCc1ccc(F)cc1)Nc1cc(S(=O)(=O)N2CCOCC2)ccc1Cl	-2	5
CSc1cccc(Nc2ccc(S(=O)(=O)N3CCOCC3)cc2[N+](=O)[O-])c1	-1	1
Cc1cccc(OCC(=O)NNC(=O)c2cc(S(=O)(=O)N(C)C)ccc2N2CCCC2)c1	0	-8
O=C(COC(=O)c1ccc(O)cc1)Nc1ccc2c(c1)OCO2	0	-7
Cn1cnnc1SCC(=O)c1ccc2c(c1)NC(=O)CO2	0	7
C#CCOCCOCCOCCNc1nc(N2CCN(C(=O)[C@H](CCC(=O)O)n3cc(CN)nn3)CC2)nc(N2CCN(C(=O)[C@H](CCC(=O)O)n3cc(CN)nn3)CC2)n1	-1	-3
NS(=O)(=O)c1ccc(CCNC(=O)COC(=O)/C=C/c2cc(Br)ccc2F)cc1	-1	3
Cc1ccc(NC(=O)COC(=O)c2ccc3c(c2)OCCO3)cc1	-2	5
COc1ccccc1C(CNC(=O)CN(C)S(=O)(=O)c1ccc(C)cc1)N1CCCC1 (stereo unspecified)	15	0
COc1ccc(CNC(=O)CN(c2ccccc2OC)S(=O)(=O)c2cccs2)cc1	-1	3
Cc1ccc(S(=O)(=O)N2CCN(Cc3cc4c(cc3Br)OCCO4)CC2)cc1	-3	11
CC1(C)CC(NC(=S)NC(=O)c2cc(Br)ccc2Cl)CC(C)(C)N1	0	5
CC1CCCC(NC(=O)c2cc(S(=O)(=O)N3CCCCC3)ccc2Cl)C1C (stereo unspecified)	-3	3
CC(NC(=O)C1CCCN(C(=O)c2ccc(Cl)cc2)C1)c1cccc(C(F)(F)F)c1 (stereo unspecified)	1	1
N#CCCN(C(=O)COC(=O)c1ccc2c(c1)OCO2)c1ccccc1	3	-4
COc1cccc(CN(C)C(=O)C2CSC3(C)CCC(=O)N23)c1OC (stereo unspecified)	1	-4
O=C(NCCCn1ccnc1)c1ccc(-c2cccc(Cl)c2Cl)o1	8	2
Cc1ccccc1C(=O)N1CCC(C(=O)NN2C(=O)NC3(CCC(C)CC3)C2=O)CC1 (stereo unspecified)	-2	2
CCOc1ccc(C(=O)NCC(=O)NNC(=O)c2cc(C)oc2C)cc1OCC	-2	-6
O=C(CN1CCN(S(=O)(=O)c2ccc(C(F)(F)F)cc2)CC1)N1CCNC1=O	-4	-1
O=C(C[C@H]1C/C=C\CC[C@H](Cc2ccc(F)cc2)C(=O)O[C@H](c2ccccc2)CNC1=O)N[C@H](CO)Cc1ccccc1	-3	2
O=C(CCNS(=O)(=O)c1ccccc1F)OCc1ccccc1Cl	0	1
COCCNc1nnc(SCC(=O)Nc2cc(C)on2)s1	0	-4

Looked up by structure from the list above:
SMILES	GSK3A inh	HDAC3 inh
CCOc1ccc(C(=O)NCC(=O)NNC(=O)c2cc(C)oc2C)cc1OCC	-2	-6
COCCNc1nnc(SCC(=O)Nc2cc(C)on2)s1	0	-4
O=C(C[C@H]1C/C=C\CC[C@H](Cc2ccc(F)cc2)C(=O)O[C@H](c2ccccc2)CNC1=O)N[C@H](CO)Cc1ccccc1	-3	2
COc1cccc(CN(C)C(=O)C2CSC3(C)CCC(=O)N23)c1OC (stereo unspecified)	1	-4

The results go on:
SMILES	GSK3A inh	HDAC3 inh
COc1cccc(/C=C/C(=O)OCC(=O)N2CCN(c3ccccc3)CC2)c1	-3	-10
Cc1ccc(N(C)S(=O)(=O)c2cccc(C(=O)NCC(c3ccco3)N3CCCC3)c2)cc1 (stereo unspecified)	2	1
O=C(CSc1nnc(NC2CCCCC2)s1)N1CCOCC1	0	-6
CSCCC1NC(=O)N(CC(=O)Nc2cccc(S(=O)(=O)N3CCCCCC3)c2)C1=O (stereo unspecified)	-4	7
CCc1nnc(NC(=O)C2CCCN(C(=O)c3ccc(Cl)cc3)C2)s1 (stereo unspecified)	-4	0
Cc1ccc(S(=O)(=O)N2CCN(C(=O)Cc3ccccc3)CC2)cc1C	0	-1
COc1ccc(NC(=O)CNc2ccccc2N2CCCC2=O)cc1S(=O)(=O)N1CCOCC1	-6	-3
COc1ccccc1C(=O)CN1C(=O)NC2(CCCCCC2)C1=O	-3	7
Cc1ccc(S(=O)(=O)Nc2ccc3cn[nH]c3c2)cc1C	0	-11
CCc1cccc2c(C(=O)CSc3nnc(C4CC4)o3)c[nH]c12	-5	8
CC1CCCCC1NC(=O)CSC1=Nc2ccccc2C2CC=NN12 (stereo unspecified)	-1	-2
C=CCN1C(=O)c2ccc(C(=O)N3CCN(S(=O)(=O)c4cccc([N+](=O)[O-])c4)CC3)cc2C1=O	-2	8
Nc1nc(SCC(=O)Nc2ccc(Cl)c([N+](=O)[O-])c2)n[nH]1	0	-3
CCOc1ccc(N2CC(C(=O)Nc3cc(S(=O)(=O)N4CCCCC4)ccc3C)CC2=O)cc1 (stereo unspecified)	-2	-6
CCN(CC)S(=O)(=O)c1cc(NS(=O)(=O)c2cccs2)ccc1C	-2	8
O=C(COC(=O)c1ccc(O)cc1)NCC1COc2ccccc2O1 (stereo unspecified)	0	4
CCCc1cc(=O)[nH]c(SCC(=O)N(C)C2CCCCC2)n1	-1	5
C[C@H]1COC(=O)[C@H](CC(=O)OC(C)(C)C)C/C=C\C[C@@H](CC(=O)NCCO)C(=O)N1	-3	-4
CC(Sc1ncnc2c1cnn2-c1ccccc1)C(=O)Nc1ccc(N2CCOCC2)cc1 (stereo unspecified)	0	-4
Cc1ccccc1C=O	-1	0
CC1CN(C(=O)c2cccc(S(=O)(=O)NCc3ccccc3)c2)CC(C)O1 (stereo unspecified)	2	0
CC(C)(C)c1ccc(NC(=O)CN2C(=O)NC(C)(C3CC3)C2=O)cc1 (stereo unspecified)	-3	0
COc1ccc(NC(=O)C2=NN(C3CCS(=O)(=O)C3)C(=O)CC2)cc1S(N)(=O)=O (stereo unspecified)	0	-3
CCCc1cc(=O)[nH]c(SCC(=O)NCCN2C(=O)CSC2=O)n1	1	1
O=C(Cn1cnc2ccccc2c1=O)NNC(=O)c1ccccc1F	-1	-13
Cc1cc(C(=O)OCC(=O)N2CCc3ccccc32)ccc1[N+](=O)[O-]	1	-2
O=C(Nc1ccc(F)c(Cl)c1)C1CCCN(C2=NS(=O)(=O)c3ccccc32)C1 (stereo unspecified)	5	5
O=C(CCN=C1NS(=O)(=O)c2ccccc21)Nc1ccc(Cl)cc1F	-1	-3
Cc1ccc(NC(=O)COC(=O)c2ccc(NC(=O)CC#N)cc2)cc1S(=O)(=O)N1CCOCC1	0	0
C/C=C(\NC(C)=O)c1ccccc1	-3	-8
COc1ccc(C(=O)NCc2cccc(Cl)c2)cc1S(=O)(=O)N1CCOCC1	-5	1
CC(=O)c1ccc(S(=O)(=O)Nc2ccc3c(c2)OCO3)cc1	-7	1
CC1CCCCC1NC(=O)COc1ccccc1C#N (stereo unspecified)	1	4
C[C@@H]1CCCCCCCCC(=O)OCCN(C(=O)OC(C)(C)C)[C@H](C)CCCCCCCCC(=O)OCCN(C(=O)OC(C)(C)C)[C@H](C)CCCCCCCCC(=O)OCCN1C(=O)OC(C)(C)C	0	-1
CCN(CC(=O)Nc1ccccc1OC)C(=O)CC1CCCC1	-9	2
Cc1ccc(S(=O)(=O)N2CCOCC2)cc1NC(=O)CNCc1ccc(Cl)cc1Cl	-5	?
CN(CC(=O)Nc1ccc(F)c(F)c1F)C(=O)c1n[nH]c(=O)c2ccccc12	1	-3
Cc1ccccc1SCC(=O)NNC(=O)c1ccncc1	2	2
CCCCC/C=C/C1=CC(=O)C[C@H](c2ccc3c(c2)OCO3)C1	-6	2
COc1cc(S(=O)(=O)N2CCN(Cc3ccc4c(c3)OCO4)CC2)ccc1NC(C)=O	-1	-8
CCOC(=O)c1oc2ccccc2c1COC(=O)C(C)NC(=O)c1ccco1 (stereo unspecified)	-4	1
CCCn1c(N)c(N(CCOC)C(=O)CCC2CCCCC2)c(=O)[nH]c1=O	8	5
O=C(OCC(=O)N1CCCC1)c1cnc(Cl)c(Cl)c1	-1	0
CC1(c2ccccc2)NC(=O)N(CC(=O)Nc2ccc(N3CCOCC3)cc2)C1=O (stereo unspecified)	0	10
CN(C(=O)COC(=O)CSCc1cccc(Cl)c1)c1c(N)n(Cc2ccccc2)c(=O)[nH]c1=O	-2	3
N#Cc1c(SCC(=O)Nc2nc3ccccc3s2)sc2c(O)cc(=O)[nH]c12	20	3
CCN(CC)S(=O)(=O)c1ccc(N2CCOCC2)c(NC(=O)c2sccc2C)c1	-2	6
C[C@H](NC(=O)c1ccco1)C(=O)NNC(=O)COc1cccc(C(F)(F)F)c1	0	7
COc1ccc(Cl)cc1NC(=O)CN(C)C(=O)c1ccc(-n2nc(C)cc2C)cc1	-3	1
CCOC(=O)c1c(C)[nH]c(C)c1C(=O)COC(=O)c1ccc(Cl)nc1	-2	1
Additional structures.
SMILES	GSK3A inh	HDAC3 inh
O=C(COC(=O)Cc1ccc(Cl)cc1Cl)NC1CC1	-2	3
CCOc1ccccc1C(=O)NC(C(=O)NCCc1ccccn1)C(C)C (stereo unspecified)	5	1
CCC1(c2ccc(Cl)cc2)NC(=O)N(CC(=O)NC2(C#N)CCCCC2)C1=O (stereo unspecified)	-3	6
O=C(COC(=O)c1ccc(F)c([N+](=O)[O-])c1)NC(=O)NCc1ccccc1	-7	3
CCN(CC(=O)NC1CCS(=O)(=O)C1)C(=O)c1ccc(S(=O)(=O)N(CC)CC)cc1 (stereo unspecified)	-1	0
CC1CN(C(C)C(=O)NNC(=O)c2ccc(F)cc2)CC(C)O1 (stereo unspecified)	1	2
CC(C)(OC(=O)c1cccs1)c1cc2ccccc2c(=O)o1	-1	-1
COc1ccc(N(C)S(=O)(=O)c2cccc(C(=O)Nc3nnc(C)s3)c2)cc1	0	2
COc1cc2sc3cc(NCc4ccc(C)o4)ccc3c(=O)c2cc1OC	-2	-1
COc1ccc(OC)c(CN2CCN(C(=O)[C@@H](NC(=O)c3cccc(C)c3)C(C)C)CC2)c1	1	-1
CC1(C)CC2CC(C)(CN2C(=O)COC(=O)c2ccc(NC(=O)CC#N)cc2)C1 (stereo unspecified)	-1	-5
NC(=O)C1CN(C(=O)c2cccc(S(=O)(=O)N3CCc4ccccc43)c2)c2ccccc2O1 (stereo unspecified)	-3	2

Among those listed so far, these have a CF3 group.
SMILES	GSK3A inh	HDAC3 inh
CC(NC(=O)C1CCCN(C(=O)c2ccc(Cl)cc2)C1)c1cccc(C(F)(F)F)c1 (stereo unspecified)	1	1
O=C(CN1CCN(S(=O)(=O)c2ccc(C(F)(F)F)cc2)CC1)N1CCNC1=O	-4	-1
C[C@H](NC(=O)c1ccco1)C(=O)NNC(=O)COc1cccc(C(F)(F)F)c1	0	7

Screens deposited in PubChem by Broad Institute.
